GDH-TPI counter: counter-screen for M. tuberculosis FBA inhibitors: GDH-TPI coupled enzymes; GDH-TPI coupled enzyme counterscreen, NADH absorbance; AID 588335; inhibition, % at 4.8 µM; 1.2% of 360,000 active; in the data active = inhibition above about 30%;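 also: 0% = DMSO wells and 100% = wells lacking the enzyme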
PfHsp40 rescue: rescue of PfHsp40-mediated yeast toxicity; AID 504582; S. cerevisiae expressing PfHsp40, growth rescue, ATP luminescence; 0.68% of 340,000 active; growth rescue, % at 12.5 µM; in the data active = growth rescue above about 28%, passing the limit was not always enough; inconclusive = no clear call, values can overlap the other calls;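 also: yeast W303a lacking pdr1 and pdr3 grown in galactose medium; growth measured after three days at 30 °C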
FadD28 FP inh: blocks FadD28 binding to the bisubstrate probe. fluorescence polarization. inhibition, % at 12.5 µM. 0.22% of 360,000 active. AID 588549; in the data active = inhibition above about 8.5%, passing the limit was not always enough; inconclusive = no clear call, values can overlap the other calls
FBA Mtb inh: inhibitors of M. tuberculosis fructose-bisphosphate aldolase | inhibition, % at 1 µM | P9WQA3 | purified M. tuberculosis FBA, fluorescence read-out | 2.3% of 360,000 active; in the data active = inhibition above about 27%;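 also: 0% = vehicle and 100% = reference inhibitor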
Target sequence (P9WQA3 whole entry, looked up): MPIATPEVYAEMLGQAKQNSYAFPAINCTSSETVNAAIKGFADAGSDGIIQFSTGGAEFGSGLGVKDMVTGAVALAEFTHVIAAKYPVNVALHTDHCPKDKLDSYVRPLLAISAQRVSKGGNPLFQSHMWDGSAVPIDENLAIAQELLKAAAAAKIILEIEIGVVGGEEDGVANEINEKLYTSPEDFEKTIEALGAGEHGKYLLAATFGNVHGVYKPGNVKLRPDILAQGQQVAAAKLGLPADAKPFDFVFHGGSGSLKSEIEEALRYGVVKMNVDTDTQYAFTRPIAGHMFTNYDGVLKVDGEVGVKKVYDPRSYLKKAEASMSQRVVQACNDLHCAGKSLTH
Mtb UGM inh: Mtb UDP-galactopyranose mutase inhibition | P9WIQ1 | purified UGM, fluorescence polarization probe displacement | inhibition, % at 10 µM | 0.06% of 320,000 active | AID 504406; in the data active = inhibition above about 10%, passing the limit was not always enough; inconclusive = no clear call, values can overlap the other calls
Target sequence (P9WIQ1 whole entry, looked up): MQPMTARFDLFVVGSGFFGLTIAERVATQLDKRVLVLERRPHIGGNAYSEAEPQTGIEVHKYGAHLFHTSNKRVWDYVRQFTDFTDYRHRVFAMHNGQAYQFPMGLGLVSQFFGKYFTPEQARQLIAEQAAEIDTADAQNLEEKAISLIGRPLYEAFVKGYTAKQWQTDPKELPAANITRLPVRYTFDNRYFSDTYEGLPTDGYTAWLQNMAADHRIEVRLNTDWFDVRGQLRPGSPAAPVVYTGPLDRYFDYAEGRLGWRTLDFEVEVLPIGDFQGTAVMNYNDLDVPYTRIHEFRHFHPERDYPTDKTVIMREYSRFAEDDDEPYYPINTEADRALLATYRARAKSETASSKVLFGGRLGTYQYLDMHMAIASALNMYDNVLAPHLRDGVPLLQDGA
Y pestis TopoI: inhibitors of Yersinia pestis topoisomerase I. activity, % at 10 µM. Y. pestis Topo-I cleavage product accumulation, plate reader. AID 504884. 0.064% of 360,000 active; in the data active = activity above about 50%, passing the limit was not always enough; inconclusive = no clear call, values can overlap the other calls; also: inactives centre near 2
BH1578 lux ind: inducers of Vibrio cholerae quorum light production without autoinducers; V. cholerae BH1578 lux reporter, luminescence, 6 h; activation, % at 18.7 µM; 0.16% of 350,000 active; AID 588436; in the data active = activation mostly above about 9.7%, no sharp cut-off; inconclusive = no clear call, values can overlap the other calls; inactive = mostly below about 3.7%; also: not every result past the cut was called active; inactives centre near 0; reference of the scale not given here
TcdB inh: inhibitors of Clostridioides difficile toxin B glycohydrolase; P18177; TcdB glycohydrolase enzymatic assay, plate reader; inhibition, % at 9.99 µM; 0.24% of 350,000 active; AID 652162; in the data active = inhibition above about 10%
Mtb BioA inh: BioA (M. tuberculosis) enzyme inhibition; AID 602481; inhibition, % at 9.99 µM; 0.096% of 360,000 active; purified M. tuberculosis BioA enzyme, plate reader; in the data active = inhibition above about 40%; inconclusive = no clear call, values can overlap the other calls
An asterisk follows results filed as active; i = inactive; ? = inconclusive; / = not tested or not shown; & = joins results of further samples.

SMILES	GDH-TPI counter	PfHsp40 rescue	FadD28 FP inh	FBA Mtb inh	Mtb UGM inh	Y pestis TopoI	BH1578 lux ind	TcdB inh	Mtb BioA inh
C/C(=N\NC(=O)CSc1nc2ccccc2o1)c1cccc(O)c1	-7	0.6	-0.2	1	-0.7	2	i	1.0	-0.2
O=C(O)CN1C(=O)NC2(CCCc3ccccc32)C1=O (configuration not stated)	-3	1.3	-1.5	-2	-1.9	-1	0.0	-1.1	/
FC(F)(F)c1ccc(CN2C[C@@H]3C(c4ccc(C(F)(F)F)cc4)C4(c5cccnc5)CC3(C4)[C@H]2c2ccccc2)cc1 (some centres not stated)	7	-1.7	-3.4	0	-1.1	6	1.2	-0.6	-1.2
CCn1c(CN2CCOCC2)nnc1SCC(=O)Nc1ccc(C(C)=O)cc1	-1	-2.2	-4.9	-1	4.3	5	-1.6	-1.0	0.6
CCOC(=O)c1ccc(P(=O)(c2ccccc2)c2ccccc2)cc1	-2	-1.0	-4.0	-2	0.7	15	0.9	0.8	-1.1
COCCNC(=O)C1(C)CCCN(C(=O)c2ccc(F)cc2Cl)C1 (configuration not stated)	-10	/	0.0	-1	/	10	-0.2	1.5	-1.4
Cc1ccc(F)cc1NC(=O)CCc1c(C)[nH]c(=O)c(C#N)c1C	0	-1.5	-0.3	1	-0.7	-2	-7.3	-0.4	0.5
COc1ccc(/C=C(\C#N)C(=O)NC2CCS(=O)(=O)C2)cc1OC (configuration not stated)	20	-1.0	-0.2	-1	/	-1	i	/	/
CC(C)(C)c1cc(P(=O)(c2ccccc2)c2ccccc2)ccc1O	7	-1.1	-1.3	0	-5.3	33	i	0.1	/
OC1(c2ccccc2)Cc2cccc[n+]2C1c1ccccc1 (configuration not stated)	14	-0.8	-2.7	-1	1.3	-6	-0.2	-1.9	-0.8
CCOC(=O)N1CCN(S(=O)(=O)c2ccc3c(c2)SCC(=O)N3)CC1	-3	0.7	-3.5	-1	0.2	-3	i	/	1.6
O=C(CSc1nnc(CCc2ccccc2)n1-c1ccc(Cl)cc1)c1ccccc1	-12	0.8	-1.9	6	-0.3	2	-0.2	/	3.3
CCC(=O)c1cc(F)c(N2CCN(CC)CC2)cc1C	10	-0.2	-3.7	-3	-2.0	-9	/	/	2.1
Cc1ccc(-c2csc(NC(=O)CN3C(=O)CCC3=O)n2)cc1	-9	1.2	-3.4	1	-0.1	2	i	-1.4	/
Cc1c(N(C)C(=O)c2ccc3c(c2)OCO3)c(=O)n(-c2ccccc2)n1C	5	0.7	0.0	0	2.0	5	-0.7	/	-2.9
Nc1nc(SCC(=O)NC2CCCCC2)n[nH]1	-4	-0.7	0.3	1	-1.9	5	i	1.0	-0.5
CN(CC(=O)Nc1cccc(F)c1)C(=O)c1ccc2c(c1)S(=O)(=O)N=C1CCCCCN12	12	-2.0	-0.7	0	1.0	-2	i	2.6	-0.8
CC(OC(=O)CCCN=C1NS(=O)(=O)c2ccccc21)C(=O)c1ccccc1 (configuration not stated)	1	-0.5	-2.2	-1	-0.3	-2	i	0.7	1.2
O=C(NCc1csc(-c2cccs2)n1)C1CCCCC1	14	1.2	-3.2	2	2.3	-1	-0.8	-0.2	/
CC(C)(C)NC(=O)C(c1ccncc1)N(C(=O)Cn1nnc(-c2ccc(F)cc2)n1)c1ccccc1F (configuration not stated)	9	-1.4	-2.2	1	/	5	i	0.9	/
CCN(CC)S(=O)(=O)c1ccc(C(=O)Nc2cc(C)cc(C)c2)cc1	7	3.1	-2.4	2	1.5	1	i	/	2.0
C=CCOC(=O)C1=C[C@@H](c2ccc(Br)cc2)[C@H](CCCO)[C@@H](OCC)O1	11	0.1	-1.4	8	-2.3	3	-0.9	-1.4&1.5	0.3&-0.3
CCc1ccc(-c2c(C)sc(NC(=O)C3CCC3)c2C#N)cc1	15	0.0	-1.4	2	-0.6	-7	-0.4	/	-2.3
Cc1c(N/C(=N/S(=O)(=O)c2ccc(F)cc2)c2ccccc2)c(=O)n(-c2ccccc2)n1C	3	-0.4	0.4	5	-0.2	-3	-0.3	0.2	/
COc1cc(CNc2nc3ccccc3s2)cc(OC)c1OC	11	-1.5	-1.8	5	1.3	-2	i	-9.3	1.6
O=C(c1cc(-c2ccncc2)nc2ccccc12)N1CCN(c2ccc(N3CCOCC3)nn2)CC1	15	-1.1	1.3	5	-1.7	3	-1.0	/	-0.5
FC(F)(F)C1=NC(C(F)(F)F)=NP(N2CCOCC2)(N2CCOCC2)=N1	7	?	-0.2	3	-0.3	1	-0.3	/	0.1
CCc1ccc2oc(=O)cc(CN3CCN(Cc4ccccc4)CC3)c2c1	6	3.2	-1.7	1	0.3	8	i	0.2	-1.9
Nc1nonc1-n1nnc(C(=O)N/N=C/c2cccnc2)c1CSc1ccccc1	-1	0.8	-7.9	0	0.3	-11	-0.2	1.7	14
c1ccc(NC2=NCCN2CC2CCCCC2)cc1	-4	-0.9	0.4	0	1.4	6	i	1.2	-0.7
CC1CC(C)CN(CCCNC(=O)C2CCN(S(=O)(=O)N3CCCCC3)CC2)C1 (configuration not stated)	-1	-0.9	-1.3	-1	-1.2	7	1.5	-0.2	-1.8
COc1ccc(NC(=O)CN(C)C(=O)c2ccc3[nH]c4c(c3c2)CC(C)CC4)cc1 (configuration not stated)	12	0.4	-1.3	7	0.5	0	-10	-0.6	/
Cc1cc(C)cc(N(CCC#N)C(=O)COC(=O)CCc2c[nH]c3ccccc23)c1	3	1.2	-0.2	0	1.5	11	4.2	1.1	-1.1
CCC(c1nnnn1-c1ccc(OC)cc1)N1CCN(C/C=C/c2ccccc2)CC1 (configuration not stated)	/	/	0.6	0	/	/	/	3.1	-3.7
Cc1cn([C@H]2C[C@H](O)[C@@H](CNCc3ccccc3OCCCN3CCOCC3)O2)c(=O)[nH]c1=O	3	/	0.2	5	/	6	-0.7	0.8	-0.4
COC(=O)c1ccccc1NC(=S)NC(=O)COc1ccc(C(C)C)cc1	4	0.6	-1.2	3	-0.8	-2	i	0.7	-0.6
CCOC(=O)N1CCN(C(=O)c2ccccc2NC(=O)COc2ccccc2C)CC1	1	1.3	0.2	3	-0.7	16	i	-0.5	-1.5
CCC(C)n1c(SCc2ccc([N+](=O)[O-])cc2)nc2ccsc2c1=O (configuration not stated)	2	0.8	-2.1	1	/	17	-3.1	1.3	-0.7
COc1ccc(C(=O)Nc2ncc(C)s2)cc1S(=O)(=O)N1CCCC1	1	0.8	-0.3	4	0.2	11	i	1.8	/
COCCCN(Cc1ccccn1)S(=O)(=O)Cc1ccccc1	-1	-1.4	0.1	8	-0.2	2	i	/	4.0
Cc1nc(NS(=O)(=O)c2cccc([N+](=O)[O-])c2)sc1C(C)(C)C	7	1.5	1.3	4	2.0	2	-0.3	2.9	0.6
C=CCN1CCN(C(=O)c2ccc3c(c2)OCO3)CC1	6	-0.4	-0.1	-1	-2.1	3	i	1.3	0.9
COc1ccc(NC(=O)CN(C)C(=O)c2c(C)nn(-c3ccccc3)c2Cl)cc1	-1	0.7	-3.4	2	-2.1	-1	-0.7	0.6	3.4
COc1ccc(-c2nn3c(=O)c(C)nnc3s2)cc1	9	-0.1	-1.9	1	-0.2	-9	i	0.5	-0.2
CC(=O)Nc1ccc(S(=O)(=O)N(C)C2CCN(C)CC2)cc1	4	-0.4	-0.5	6	0.5	-4	i	1.3	-1.9
COc1ccc(S(=O)(=O)N2CCCCC2C(=O)O)cc1OC (configuration not stated)	-8	-1.1	-1.7	-2	0.3	-8	i	/	-1.1
NC(=O)NCC1CC1	2	24	0.3	0	-0.4	2	-0.8	-1.8	-1.2
O=C1CCN(Cc2ccccc2)CCN1[C@H](COc1ccccc1)Cc1ccccc1	-9	-0.3	-4.1	-1	0.4	15	0.5	0.9	0.5
O=C(COc1ccc(Cl)cc1)Nc1c(-c2cccs2)nc2ccccn12	3	-0.2	-2.6	5	1.0	5	-0.2	0.2	/
CC(C)Oc1ccc(C(CC(=O)O)NC(=O)CSc2ncn[nH]2)cc1 (configuration not stated)	3	0.1	-1.5	1	-0.3	4	2.8	/	-2.1
COc1ccc(NC(=O)N2CCCCCC2)cc1OC	0	-1.1	0.4	0	-2.5	3	i	-2.4	-0.1
COCCN1CCN(c2c(C)c(C)nc3cc(-c4cccc(OC)c4)nn23)CC1	5	-0.2	-2.0	1	0.4	28	-0.4	0.9	-1.4
c1ccc(CCn2nnnc2C(c2cccnc2)N2CCOCC2)cc1 (configuration not stated)	17	1.1	-0.4	1	-2.3	0	-0.1	0.2	2.4
CN1CCN(C(=O)CCc2ncc(C(F)(F)F)cc2Cl)CC1	-5	-1.2	-2.5	1	-1.7	-10	-0.6	-0.8	2.2
COc1cccc(CN2CCCC(C(=O)c3ccccc3SC)C2)c1O (configuration not stated)	8	-0.5	-2.7	-2	0.9	18	i	2.1	0.0
O=C(CCC1CCCCC1)NCCN1C2=NC[C@H](Cc3ccccc3)N2C[C@H]1Cc1ccc(O)cc1	11	0.7	-5.5	2	-2.2	-14	-0.4	7.0	-1.4
COc1ccc(OC)c(/C=C(\NC(=O)c2ccccc2)C(=O)N/N=C/c2ccc(C)s2)c1	49*	1.3	-3.0	-3	4.1	32	-2.0	/	-2.5
Cc1cccc(S(=O)(=O)NCCC(=O)OCC(=O)Nc2ccc(C#N)cc2)c1	2	-0.6	1.5	-2	-1.2	-7	3.4	/	/
O=C(Nc1ccccc1C(=O)N1CCCCC1)c1cc(F)c(F)cc1Cl	4	-0.4	-1.4	6	3.1	0	i	1.1	-1.1
CC(C)(/C=N/NC(=O)CSCc1ccc(Cl)cc1)CCC#N	-2	1.1	-1.7	1	0.1	10	i	5.9	/
Carrying on.
SMILES	GDH-TPI counter	PfHsp40 rescue	FadD28 FP inh	FBA Mtb inh	Mtb UGM inh	Y pestis TopoI	BH1578 lux ind	TcdB inh	Mtb BioA inh
Cc1onc(-c2ccccc2Cl)c1C(=O)Nc1ccc2c(c1)OCO2	-5	0.8	-0.8	2	-1.8	-3	i	/	-0.7
COc1ccccc1OCC(=O)OCc1cc(-c2ccco2)on1	5	-0.8	-0.7	3	0.9	11	i	0.7	-0.7
CC(=O)Nc1ccc(Sc2ncccc2C(=O)Nc2cc(Cl)cc(Cl)c2)cn1	7	-0.8	-0.8	-2	-0.8	-11	i	1.6	-1.0
CC1CCN(C(=O)c2[nH]cnc2C(=O)N(C)Cc2ccccc2)CC1	4	6.0	-4.6	5	-0.4	1	-4.5	-0.3	-1.4
O=C(CSc1cccc2cccnc12)N/N=C/c1ccncc1	7	0.4	-2.5	9	1.2	0	0.4	4.0	/

An excerpt of these results, bar-delimited.
SMILES | GDH-TPI counter | PfHsp40 rescue | FadD28 FP inh | FBA Mtb inh | Mtb UGM inh | Y pestis TopoI | BH1578 lux ind | TcdB inh | Mtb BioA inh
Cc1onc(-c2ccccc2Cl)c1C(=O)Nc1ccc2c(c1)OCO2 | -5 | 0.8 | -0.8 | 2 | -1.8 | -3 | i | / | -0.7
COc1ccccc1OCC(=O)OCc1cc(-c2ccco2)on1 | 5 | -0.8 | -0.7 | 3 | 0.9 | 11 | i | 0.7 | -0.7

Full records from above. Values in the order: GDH-TPI counter, PfHsp40 rescue, FadD28 FP inh, FBA Mtb inh, Mtb UGM inh, Y pestis TopoI, BH1578 lux ind, TcdB inh, Mtb BioA inh
Record of O=C(CSc1cccc2cccnc12)N/N=C/c1ccncc1 = 7, 0.4, -2.5, 9, 1.2, 0, 0.4, 4.0, /
Record of COc1ccccc1OCC(=O)OCc1cc(-c2ccco2)on1 = 5, -0.8, -0.7, 3, 0.9, 11, i, 0.7, -0.7

Pulled by structure from the list above (three):
SMILES	GDH-TPI counter	PfHsp40 rescue	FadD28 FP inh	FBA Mtb inh	Mtb UGM inh	Y pestis TopoI	BH1578 lux ind	TcdB inh	Mtb BioA inh
O=C(CSc1cccc2cccnc12)N/N=C/c1ccncc1	7	0.4	-2.5	9	1.2	0	0.4	4.0	/
CC(=O)Nc1ccc(Sc2ncccc2C(=O)Nc2cc(Cl)cc(Cl)c2)cn1	7	-0.8	-0.8	-2	-0.8	-11	i	1.6	-1.0
COc1ccccc1OCC(=O)OCc1cc(-c2ccco2)on1	5	-0.8	-0.7	3	0.9	11	i	0.7	-0.7

Compounds were not picked by outcome. About 4.6% of those tested had a hit in this group.
